# Screening results (PubChem)
# Myeloid diff 2 – compounds promoting myeloid differentiation; ER-HoxA9 myeloid progenitors, lysozyme-GFP differentiation, flow cytometry; calls only at 10 µM; 360,000 tested, 1% active; AID 624256;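 active means normalized GFP-positive differentiation at or above the plate's own cutoff, the solvent-only control mean plus 3 SD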;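 further: cells exposed to compound for four days before flow analysis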
# bCat nuc transl – beta-catenin nuclear translocation modulation; HeLa beta-catenin nuclear translocation, immunofluorescence imaging; nuclear translocation activity, % at 5 µM; 190,000 tested, 0.3% active; AID 1665;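 active means nuclear translocation activity above 50% at 5 µM, with a well cell count of 50 or more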;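 further: per-cell ratio of nuclear to cytoplasmic median beta-catenin stain intensity; plate controls were DMSO negative control for no effect and GSK-3 inhibitor IX positive control for full effect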
#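 Test system: human HeLa cell line; Doses: 5 µM primary, 0.02–20 µM confirmation; Incubation: 24 h compound exposure, 37°C; Detection: beta-catenin immunofluorescence imaging with DAPI; Read-out: beta-catenin nuclear/cytoplasmic ratio, % activation.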
# T cell HTS – T cell immune modulators affecting CD8 T cell-vesicle binding; 2C CD8+ T cell-vesicle binding, flow cytometry; active compounds read low; calls only at 7 µM; AID 2052; 330,000 tested, 0.068% active;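 active means response, share of CD8 T cells binding vesicles, and their 90th percentile fluorescence all below set limits, cut at about 80% in these data, passing the limit was not always enough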
#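 Read-out – percent CD8+ FL2 mean versus row control · System – murine 2C transgenic CD8+ T lymphocytes · Times – 1.5 h cell–vesicle binding at 37 °C, then 20 min icy labelling · Control set – naked vesicles low, QL9 vesicles with vehicle high · Detection – cytometric PE anti-B7-1 and Alexa647 anti-CD8 signals after 1% paraformaldehyde fixation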
# Ins promoter up – MIN6 insulin promoter up-regulation. MIN6 insulin promoter-GFP reporter, high-content imaging; active compounds read high. z-score at 5 µM. 190,000 tested, 0.3% active;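 active means z-score above 3 at 5 µM with at least 500 cells counted in the well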
# West Nile antiviral – West Nile virus antiviral activity, cell-based, CPE readout (AID 1621) | West Nile virus-infected cells, CPE inhibition; higher % means a stronger effect | CPE inhibition, % at 10 µM; hits with a dose series show IC50 in µM | 290,000 tested, 0.02% active; in the data active means a potency from the dose series; further: strong numbers were not always called active
# MT stabilizer – stabilizes microtubules in HeLa cells | 200,000 tested, 0.83% active | % tubulin-high responders, % at 10 µM | AID 2205 | HeLa tubulin immunostaining HCS, 24 h; share of cells brighter than vehicle mean+2SD;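 active means plate Z-score above 3 for both tubulin-high and condensed-nucleus cell shares, with cell loss under 80%, at 10 µM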;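 further: anti alpha tubulin signal scored within the nucleus-defined area of each cell; some results filed as inactive read as strong as hits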
# WT yeast gro inh – growth inhibition of WT yeast, mitochondrial fusion screen; inhibition, % at 10 µM; 190,000 tested, 2.1% active; mitochondrial fusion phenotypic screen, WT strain; AID 1362; in the data active means inhibition above about 58%; tested in S. cerevisiae
# Lipid droplet – hepatic lipid droplet formation modulation. AML12 mouse hepatocytes, oleate lipid droplets, BODIPY imaging. 240,000 tested, 0.4% active. inhibition, % at 6.5 µM;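 active means lipid droplet intensity inhibited by at least 50%, with more than 500 cells counted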
#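 material = mouse AML12 hepatocyte cell line, fixed after treatment | also added = 100 µM oleic acid challenge | doses = compound at 6.5 µM only | schedule = overnight exposure | technique = Image-based BODIPY and DAPI two-channel analysis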
# Autophagy HCS – modulators of autophagy | MEF GFP-LC3 puncta imaging; test concentration mostly 10 µM | calls only at 10 µM (by protocol) | 190,000 tested, 0.98% active;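 active means percentage of spot-positive cells more than 3 SD above its plate mean, without a fluorescence outlier flag or 80% toxicity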;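 further: spot-positive cell cutoff set from DMSO-treated cells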
# WT yeast gro inh mutant strain – recorded beside WT yeast gro inh, whose call it bears; inhibition, %; mitochondrial fusion phenotypic screen, mutant strain inhibition
# Ins promoter up cell count – also measured in Ins promoter up; calls as there; cell count; measured here: cytotoxicity, nuclei count;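 total cells summed across four imaged fields per well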
# Lipid droplet cells 6.5 µM – also measured in Lipid droplet; calls as there; cell count; measured here: cell count, cytotoxicity flag;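 cells counted across two imaged fields per well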
# bCat nuc transl cell count 5 µM – further read-out of bCat nuc transl, marked with its call; cell count; measured here: cell count, cytotoxicity flag
# T cell HTS vesicle-bound % – second read-out of T cell HTS, no call of its own (marks repeat the call); double positive events, %; measured here: CD8+ vesicle-bound cell fraction;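 binding gate set so that unloaded-vesicle control wells show 10% double positive cells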
# MT stabilizer Hoechst-high % – recorded beside MT stabilizer, whose call it bears; % Hoechst-high responders; measured here: nuclear condensation Hoechst responders;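 share of cells brighter than vehicle mean plus two SD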
# MT stabilizer cytotoxicity % – second read-out of MT stabilizer, no call of its own (marks repeat the call); toxicity, %; measured here: cytotoxicity by cell density;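 0% = mean cell density of plate MIN control wells and 100% = no cells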
# Autophagy HCS cell loss 18 h – also measured in Autophagy HCS; calls as there; toxicity, %; measured here: cell loss, nuclei count;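 cell loss after 18 h compound exposure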
# Myeloid diff 2 GFP+ MAC1+ % – further read-out of Myeloid diff 2, marked with its call; GFP+ MAC1+ double positive, %; measured here: differentiation confirmed by MAC1 staining
# * = called active by the depositor; i = inactive; . = not tested or not shown.
SMILES,Myeloid diff 2,Myeloid diff 2 GFP+ MAC1+ %,bCat nuc transl,bCat nuc transl cell count 5 µM,T cell HTS,T cell HTS vesicle-bound %,Ins promoter up,Ins promoter up cell count,West Nile antiviral,MT stabilizer,MT stabilizer Hoechst-high %,MT stabilizer cytotoxicity %,WT yeast gro inh,WT yeast gro inh mutant strain,Lipid droplet,Lipid droplet cells 6.5 µM,Autophagy HCS,Autophagy HCS cell loss 18 h
Oc1ccc(Cl)cc1C=Nc1ccc2c3c(cccc13)CC2,i,1.6,0.5,500,i,48,-0.49,1411,-0.2%,2.1,3.1,5.0,-6,-3,-7,627,i,-5
Cc1noc(NS(=O)(=O)c2ccc(NC(=O)c3cc(=O)c4ccccc4o3)cc2)c1C,i,0.6,.,.,i,11,.,.,-0.2%,.,.,.,.,.,2,687,.,.
COc1ccc(/C=N/Nc2ncc(C(F)(F)F)cc2Cl)c(OC)c1OC,i,0.1,0.7,533,i,46,0.61,1238,0.2%,1.6,2.2,9.6,11,3,-2,632,i,8
C/C(CC(=O)Nc1ccc(N(C)C)cc1)=N\NC(=O)c1ccccc1O,i,0.2,.,.,i,8,.,.,-0.6%,.,.,.,.,.,3,828,.,.
CN(Cc1ncc[nH]1)C(=O)c1cc(COc2c(F)cccc2F)on1,i,0.5,-0.7,1020,i,57,0.19,1424,-0.8%,3.1,2.1,7.6,7,-5,6,757,i,-14
O=C(NCCCN1CCOCC1)c1cc2c(=O)[nH]c3ccccc3c2s1,i,0.9,-1.5,1230,i,54,0.65,1118,.,1.9,1.9,0.9,5,-4,-3,718,i,-5
CCc1cc2c3c(c1)C1(C(=O)N3C(C)(C)C=C2C)C(C#N)=C(N)Oc2[nH]c(=O)[nH]c(=O)c21 (stereo not drawn),i,0.2,-1.0,1086,i,59,0.65,1086,-0.6%,3.5,3.4,0.8,17,7,0,734,i,46
COc1ccc(C(=O)O)cc1S(=O)(=O)Nc1ccc(C)cc1,i,0.5,-7.2,1102,i,27,0,1124,0.0%,6.9,2.2,7.8,-4,8,8,695,i,4
COc1ccc(C(=O)CSc2cc(C)[nH]c(=O)n2)cc1,i,1.4,.,.,i,23,.,.,0.5%,.,.,.,.,.,-2,734,.,.
COc1cc(/C=C(\C#N)C(N)=O)ccc1OCc1c(C)no[n+]1[O-],i,0.1,-0.9,1036,i,17,0.73,1488,-0.1%,.,.,.,.,.,-4,742,.,.
O=C(CCNC(=O)c1ccco1)Nc1ccc(Cl)cc1F,i,0.4,.,.,i,23,.,.,-0.4%,.,.,.,.,.,4,819,.,.
CN(Cc1ccccn1)C(=O)C1CCC(=O)N(Cc2cccc(F)c2)C1 (stereo not drawn),i,1.5,.,.,i,42,.,.,0.0%,.,.,.,.,.,6,677,.,.
O=S(=O)(Cc1ccccc1Cl)N1CCCC1,i,0.8,4.0,906,i,66,0.15,1491,0.9%,4.2,1.3,8.0,11,17,-2,658,i,4
Cc1ccc(S(=O)(=O)N2CCN(CC(=O)Nc3ccc4c(c3)CCC4)CC2)cc1C,i,1.0,-1.8,558,i,51,0.57,1508,-0.8%,2.6,3.1,12,33,25,0,648,i,-4
O=S(=O)(c1cccc2nonc12)N1CCN(c2cccc(Cl)c2)CC1,i,0.1,.,.,i,43,.,.,0.4%,3.2,1.8,7.8,3,-17,.,.,i,7
CN(C)C(=O)c1ccc(Oc2ccc(C(=O)N(C)C)cc2)cc1,i,8.4,-5.0,964,i,20,-0.66,1357,1.4%,2.2,2.6,12,15,3,.,.,i,15
CC(C)(C)c1ccc(C(=O)Nn2cnnc2)cc1,i,0.8,.,.,i,57,.,.,-0.2%,.,.,.,.,.,12,859,.,.
O=C(CCc1ccc(S(=O)(=O)N2CCOCC2)cc1)Nc1nc(COc2ccccc2)cs1,i,3.6,-4.1,1170,i,37,-1.3,770,.,4.2,1.1,3.2,0,1,-2,734,i,31
Cc1ccc(S(=O)(=O)N2CCCCC2)cc1NC(=O)Cn1ccsc1=N,i,0.5,0.2,1016,i,46,-0.15,1083,-0.8%,3.1,3.4,6.2,-7,9,3,698,i,-1
CC(C)Oc1ccc(CNC(=O)c2ccc3nc(N4CCOCC4)sc3c2)cc1,i,2.7,.,.,i,52,.,.,-1.2%,.,.,.,.,.,0,752,.,.
CCOC(=O)C(Cc1ccccc1)C(=O)Nc1ccccc1C (stereo not drawn),i,2.8,1.3,1375,i,63,0.68,1282,-0.3%,2.4,2.6,11,-5,9,.,.,i,-21
COc1ccc(CCNC(=O)Cc2ccccc2)cc1OC,i,0.5,.,.,i,17,.,.,0.5%,.,.,.,.,.,-2,778,.,.
Cc1cccc(NC(=O)c2ccc(S(=O)(=O)N3CCCCC3C)cc2)n1 (stereo not drawn),i,0.6,.,.,i,30,.,.,-1.0%,.,.,.,.,.,-25,650,.,.
COc1cc(/C=C2\SC(N)=NC2=O)cc(OC)c1,i,0.6,.,.,i,55,.,.,-0.8%,.,.,.,.,.,5,875,.,.
CC(C)(C)c1cc(C(=S)N2CCN(CCO)CC2)cc(C(C)(C)C)c1O,i,0.6,.,.,i,30,0.19,1127,-0.5%,2.8,1.4,6.0,3,0,-3,689,i,-2

# Exported with each value named: part of the list above.
Cc1ccc(S(=O)(=O)N2CCCCC2)cc1NC(=O)Cn1ccsc1=N
  Myeloid diff 2: i	Myeloid diff 2 GFP+ MAC1+ %: 0.5	bCat nuc transl: 0.2	bCat nuc transl cell count 5 µM: 1016	T cell HTS: i	T cell HTS vesicle-bound %: 46	Ins promoter up: -0.15	Ins promoter up cell count: 1083	West Nile antiviral: -0.8%	MT stabilizer: 3.1	MT stabilizer Hoechst-high %: 3.4	MT stabilizer cytotoxicity %: 6.2	WT yeast gro inh: -7	WT yeast gro inh mutant strain: 9	Lipid droplet: 3	Lipid droplet cells 6.5 µM: 698	Autophagy HCS: i	Autophagy HCS cell loss 18 h: -1

CC(C)Oc1ccc(CNC(=O)c2ccc3nc(N4CCOCC4)sc3c2)cc1
  Myeloid diff 2: i	Myeloid diff 2 GFP+ MAC1+ %: 2.7	bCat nuc transl: .	bCat nuc transl cell count 5 µM: .	T cell HTS: i	T cell HTS vesicle-bound %: 52	Ins promoter up: .	Ins promoter up cell count: .	West Nile antiviral: -1.2%	MT stabilizer: .	MT stabilizer Hoechst-high %: .	MT stabilizer cytotoxicity %: .	WT yeast gro inh: .	WT yeast gro inh mutant strain: .	Lipid droplet: 0	Lipid droplet cells 6.5 µM: 752	Autophagy HCS: .	Autophagy HCS cell loss 18 h: .

# The listing continues:
SMILES,Myeloid diff 2,Myeloid diff 2 GFP+ MAC1+ %,bCat nuc transl,bCat nuc transl cell count 5 µM,T cell HTS,T cell HTS vesicle-bound %,Ins promoter up,Ins promoter up cell count,West Nile antiviral,MT stabilizer,MT stabilizer Hoechst-high %,MT stabilizer cytotoxicity %,WT yeast gro inh,WT yeast gro inh mutant strain,Lipid droplet,Lipid droplet cells 6.5 µM,Autophagy HCS,Autophagy HCS cell loss 18 h
CCOc1ccccc1N1CCN(C(=O)c2cccc(-c3ccc(O)cc3)c2)CC1,i,1.6,-0.6,1103,i,25,0.52,968,.,3.4,1.3,9.8,17,6,.,.,i,0
C/C(=N\NC=O)c1ccncc1,i,0.5,-4.6,1086,i,45,-0.05,1220,0.2%,4.2,1.7,8.2,4,3,0,695,i,-12
CCCc1nnc(SCCSc2nnc(CCC)n2N)n1N,i,0.9,.,.,i,45,0.62,1227,0.0%,3.0,2.6,3.0,-17,2,-1,756,i,-12
O=C(CSc1n[nH]c(=O)n1Cc1ccco1)c1ccc(F)cc1,i,0.4,-4.1,1237,i,22,.,.,0.0%,.,.,.,.,.,-4,631,.,.
CN(CC1CCOCC1)C(=O)CC1C(=O)NCCN1Cc1ccc(Cl)c(F)c1 (stereo not drawn),i,0.6,1.6,1318,i,39,-0.08,992,0.2%,.,.,.,.,.,-3,691,.,.
Cc1nn(-c2ccccc2)c(N)c1N=Nc1cccc(S(=O)(=O)N2CCOCC2)c1,i,0.3,0.5,1318,i,2,-0.58,980,-0.6%,.,.,.,.,.,14,737,.,.
Cc1ccc(S(=O)(=O)NCCc2nnc(SCc3cccnc3)n2C)cc1,i,1.6,.,.,i,31,.,.,-0.3%,.,.,.,.,.,-3,713,.,.
CCCc1nnc(NC(=O)CCC(=O)NCc2ccc(Cl)cc2Cl)s1,i,0.6,.,.,i,27,.,.,-0.3%,.,.,.,.,.,-2,693,.,.
CS(=O)(=O)Nc1ccccc1C(=O)O,i,0.6,-0.9,972,i,15,0.54,1320,0.4%,4.2,3.0,12,14,0,1,709,i,1
O=c1c2c3c(sc2n(CCN2CCOCC2)c(=O)n1Cc1ccco1)CCCCC3,i,0.9,0.6,1025,i,23,.,.,0.0%,2.2,3.2,12,-12,-9,1,667,i,-1
CCOC(=O)CSc1nc2c(c(=O)n(C)c(=O)n2C)n1CCCc1ccccc1,i,0.7,-0.4,938,.,.,.,.,0.0%,1.6,1.3,8.4,3,3,.,.,i,-3
CCN(CC)C(=O)CSc1nnc(CCNC(=O)OC(C)(C)C)o1,i,0.5,-0.6,702,i,24,-0.98,903,0.1%,11,2.7,9.2,-4,0,.,.,i,-47
COc1cc2cnncc2cc1OC,i,0.6,.,.,i,25,.,.,0.0%,4.6,1.5,0.5,2,-7,-6,755,i,2
COc1ccccc1N1CCN(C(=O)c2n[nH]c3ccccc23)CC1,i,0.4,0.8,1034,i,15,-0.95,1397,-0.8%,1.4,2.3,10,-11,-20,5,682,i,20
CCCCCC(=O)Nc1ccc(C(=O)N/N=C/c2ccc([N+](=O)[O-])cc2)cc1,i,1.7,-0.7,1101,i,8,-0.48,1491,0.1%,2.4,2.3,6.8,-17,16,-6,643,i,-3
Cc1ccc(NC(=O)COC(=O)CNC(=O)c2ccc(C)s2)cc1,i,1.0,0.8,1108,i,42,0.22,1213,0.1%,2.0,2.3,13,-20,15,13,753,i,-12
O=C(CSc1nnc(SCc2ccccc2)s1)N/N=C/c1c[nH]c2ccccc12,i,0.3,2.9,521,.,.,.,.,-0.2%,2.8,1.4,10,8,-5,-10,675,i,8
